Tb MetRS inh: T. brucei MetRS inhibitors, primary screen, biochemical, luminescence. purified T. brucei MetRS, ATP depletion, Kinase-Glo luminescence. inhibition, % at 11.9 µM. actives 0.4% (n = 360,000). AID 624268, 2012;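 active = inhibition above a per-plate cutoff of the control wells' mean inhibition plus 3 SD, cut at about 5.5% in these data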;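 note: 0% = DMSO wells median and 100% = median of wells with control inhibitor compound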
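Dosing: 11.9 µM compound single dose, 0.9% DMSO; Assay system: purified T. brucei MetRS enzyme; Measured by: Kinase-Glo luciferase luminescence reporting remaining unconsumed ATP; Schedule: 15 min plus 2 h at 25 °C.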
MsrA inhibitor: bovine MsrA enzyme inhibitors, primary screen, biochemical, absorbance, HTS; Methionine sulfoxide reductase A (Bos taurus); purified bovine MsrA, absorbance read-out; inhibition, % at 15.5 µM; actives 0.75% (n = 360,000); in the data active = inhibition above about 4.5%;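 note: 0% = vehicle wells with enzyme and 100% = reference inhibitor wells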
DNMT1 inh: human DNMT1 methyltransferase inhibitors, primary screen, biochemical, molecular beacon, fluorescence, HinP1I cleavage, uHTS. actives 0.83% (n = 360,000). inhibition (reported as % activation of signal), % at 10 µM. DNA (cytosine-5)-methyltransferase 1 (Homo sapiens), P26358; in the data active = inhibition above about 50%
LMPTP inh: LMPTP phosphatase inhibitors, primary screen, biochemical, fluorescence intensity, uHTS; Low molecular weight phosphotyrosine protein phosphatase (Homo sapiens), P24666; recombinant LMPTP-A, OMFP fluorogenic substrate; inhibition, % at 20 µM; actives 0.22% (n = 360,000); AID 651560, 2012;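 active = compounds that cut the enzyme signal by at least half of the control window in the single-dose screen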;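 note: plate controls were DMSO wells with enzyme plus substrate for no effect and substrate without enzyme for full effect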
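test system = LMPTP-A | amount = 0.625 nM LMPTP-A final | reagent = fluorogenic phosphatase substrate OMFP at 400 µM final | incubation = 50 min at room temperature | benchmarks = no-enzyme low control, uninhibited high control | medium = Bis-Tris pH 6.0, DTT, detergent | signal = fluorescence intensity of OMFP turnover product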
E coli Lon inh: inhibitors of E. coli Lon protease, primary screen, biochemical, fluorescence polarization; purified E. coli Lon protease; inhibition, % at 7.94 µM; actives 0.42% (n = 360,000); AID 602123, 2011; in the data active = inhibition above about 13%, passing the limit was not always enough;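 note: 0% = enzyme with probe and DMSO and 100% = no enzyme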
STEP block: STEP phosphatase inhibitors, primary screen, biochemical, fluorescence intensity, uHTS. Tyrosine-protein phosphatase non-receptor type 5 (Homo sapiens), P54829. recombinant STEP, OMFP fluorogenic substrate. inhibition, % at 20 µM. actives 0.25% (n = 360,000);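 active = inhibition at 20 µM, scaled per plate between control wells, above about 37%, limit read from the data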;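 note: 0% = DMSO with enzyme and substrate and 100% = substrate only without enzyme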
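Test system: STEP tyrosine phosphatase / Reagent: OMFP at 25 µM / Doses: 20 µM, 1% DMSO / Read-out: percent inhibition scaled to no-enzyme and uninhibited-enzyme controls, plate-pattern corrected / Detection: FITC-channel fluorescence of OMFP product / Medium: Bis-Tris buffer pH 6.0, 2.5 mM DTT, 0.005% Tween 20 / Schedule: 20 min at room temperature, dark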
Scp1 inh: Scp-1 phosphatase inhibitors, primary screen, biochemical, colorimetric, uHTS; inhibition, % at 20 µM; Recombinant Scp1, phosphopeptide, malachite green phosphate absorbance; AID 493091, 2011; Carboxy-terminal domain RNA polymerase II polypeptide A small phosphatase 1 (Homo …; actives 0.88% (n = 340,000);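 active = inhibition above about 50% at 20 µM, limit read from the data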;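 note: plate controls were DMSO wells with enzyme for no effect and wells lacking enzyme for full effect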
Target sequence (Q9GZU7 76-261 limits assumed): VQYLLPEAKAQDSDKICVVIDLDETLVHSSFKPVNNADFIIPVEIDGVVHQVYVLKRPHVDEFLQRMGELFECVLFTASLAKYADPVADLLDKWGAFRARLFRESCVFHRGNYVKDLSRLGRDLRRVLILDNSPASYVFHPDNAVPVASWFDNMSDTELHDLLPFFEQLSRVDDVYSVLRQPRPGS
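System: SCP-1 catalytic domain; Reagent: Phospho 17-mer peptide substrate; Doses: one concentration, 20 µM, with 1.0% DMSO; Incubation: 45 min room-temperature reaction, 5 min colour, 30 min stabiliser; Signal: Phosphate-binding colour reagent, absorbance read at 630 nm.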
SUMO1 PPI mod: modulators of SUMO1 protein-protein interactions, primary screen, biochemical, uHTS. inhibition, % at 20 µM. actives 0.33% (n = 360,000). Small ubiquitin-related modifier 1 (Homo sapiens), P63165. AID 602429, 2012. SUMO1 binding to a labelled peptide, TR-FRET, 1 h; in the data active = inhibition above about 37%
bovine MsrA act: bovine MsrA enzyme activators, primary screen, biochemical, absorbance, HTS | purified bovine MsrA, absorbance read-out | activation, % at 10.6 µM | actives 0.3% (n = 360,000); in the data active = activation above about 7.5%;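 note: 0% = vehicle and 100% = reference activator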
CendR NRP1 mod: modulators of CendR peptide binding to NRP-1, primary screen, biochemical, fluorescence polarization, uHTS. FAM-RPARPAR peptide binding to NRP-1. Neuropilin-1 (Homo sapiens), O14786. actives 0.85% (n = 360,000). AID 602438, 2012. inhibition, % at 25 µM;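 active = inhibition or corrected inhibition above about 18%, plus a signal ratio from 0.5 to 1.5, limit read from the data, passing the limit was not always enough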; note: strong numbers were not always called active
Target sequence (O14786 whole entry, looked up): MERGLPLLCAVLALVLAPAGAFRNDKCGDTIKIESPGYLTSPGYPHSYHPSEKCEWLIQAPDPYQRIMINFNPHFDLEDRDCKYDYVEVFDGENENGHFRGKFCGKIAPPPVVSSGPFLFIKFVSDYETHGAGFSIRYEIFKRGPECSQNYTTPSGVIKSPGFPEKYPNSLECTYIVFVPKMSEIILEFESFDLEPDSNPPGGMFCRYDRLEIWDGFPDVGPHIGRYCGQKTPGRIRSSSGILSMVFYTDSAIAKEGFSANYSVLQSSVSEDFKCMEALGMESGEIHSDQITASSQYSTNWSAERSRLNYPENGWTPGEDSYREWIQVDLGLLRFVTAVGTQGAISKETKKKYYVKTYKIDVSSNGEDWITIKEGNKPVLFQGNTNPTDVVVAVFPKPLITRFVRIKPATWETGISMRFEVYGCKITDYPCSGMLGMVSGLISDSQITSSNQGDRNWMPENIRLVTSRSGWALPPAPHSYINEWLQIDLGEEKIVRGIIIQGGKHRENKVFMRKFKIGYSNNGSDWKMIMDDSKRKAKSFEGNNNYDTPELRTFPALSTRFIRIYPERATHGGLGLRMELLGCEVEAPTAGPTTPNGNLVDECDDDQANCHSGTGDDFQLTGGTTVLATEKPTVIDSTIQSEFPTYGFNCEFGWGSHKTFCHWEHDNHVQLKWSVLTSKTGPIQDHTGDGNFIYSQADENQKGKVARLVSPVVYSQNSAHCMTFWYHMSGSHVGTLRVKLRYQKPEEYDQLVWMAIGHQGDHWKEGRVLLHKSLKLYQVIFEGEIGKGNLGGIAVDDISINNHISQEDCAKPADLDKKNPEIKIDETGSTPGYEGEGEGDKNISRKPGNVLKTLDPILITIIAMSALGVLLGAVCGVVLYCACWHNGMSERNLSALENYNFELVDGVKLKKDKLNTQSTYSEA
The depositor's hits bear a star; . = not tested or not shown.

SMILES	Tb MetRS inh	MsrA inhibitor	DNMT1 inh	LMPTP inh	E coli Lon inh	STEP block	Scp1 inh	SUMO1 PPI mod	bovine MsrA act	CendR NRP1 mod
Oc1ccc(CN2CCc3ccccc3C2)c2cccnc12	-1.1	-0.2	-7	23	4	0	-9	-9	-11	-5
Nc1ccccc1/C=C/c1ccccc1N	-0.4	1.1	-3	-3.7	-3	0	-10	-10	-3	7
O=C(NCc1ccccn1)c1cccc([N+](=O)[O-])c1	-0.7	-0.4	-3	-0.7	-9	-3	-11	-17	-3	3
CCOC(=O)N1CCc2c(sc(NC(C)=O)c2C(N)=O)C1	-0.1	1.7	-12	0.7	-4	0	3	-3	-1	-8
Cn1nc(C(=O)NC2CCCCC2)c2ccccc2c1=O	-0.7	0.8	-1	-0.1	-3	0	-5	-3	-3	-14
COC(=O)c1c(NC(=O)CN2C(=O)C(=O)N(C(C)C)C2=O)sc(C)c1C	-0.3	-0.6	-3	1.1	8	0	-3	2	-5	-2
COc1ccc(/C=C/C(=O)N2CCN(c3ccccn3)CC2)c2ccccc12	-0.6	1.9	-3	3.4	11	2	4	-10	-4	5
Cc1ccc(NC(=O)CSc2ccccc2)cc1S(=O)(=O)N1CCOCC1	-0.1	0.8	-2	0.3	-10	-2	-6	4	-1	-8
Cc1c(NC(=O)Nc2ccc(C(C)C)cc2)c(=O)n(-c2ccccc2)n1C	-0.3	0.2	1	1.1	2	1	-1	2	-1	-6
Cc1sc2ncnc(SCC(=O)N3CCCC3)c2c1C	-0.1	1.0	2	0.7	0	-1	0	0	0	-4
CCc1cc2cc(C)cc(C)c2nc1SCC(=O)Nc1cc(C)on1	-0.4	-1.5	1	1.2	-1	1	-4	3	-3	6
CC1(C(=O)Nc2ccc3c(c2)OCCO3)CCN1C(=O)C1(c2ccc(Cl)cc2)CCC1 (stereo not drawn)	0.0	0.1	-4	1.8	-5	2	.	1	0	-5
COc1ccc(C(=O)COC(=O)c2ccccc2O)c(OC)c1	-0.2	0.8	16	3.6	-11	1	31	5	-10	-5
COc1cc(C2C(C(=O)c3ccc(C)o3)=C(O)C(=O)N2c2cc(C)on2)cc(Br)c1O (stereo not drawn)	-0.7	0.6	0	-1.4	-6	3	-23	-2	-1	16
Cc1scc(C(=O)Nn2cnnc2)c1-c1ccccc1	-0.9	.	5	-0.5	-8	0	-6	-1	0	4
CCOC(=O)c1c(NC(=S)Nc2ccccc2)sc(C)c1C	0.1	-1.0	-3	3.1	-5	7	-8	-4	-1	-7
Cc1ccc(-c2csc(NC(=O)CSc3nc(C)cs3)n2)cc1	-0.5	1.1	-9	1.8	-11	0	-13	2	-9	-2
CC[C@H](C)NC(=O)c1ccc(Cn2c(=S)[nH]c3c([nH]c4ccc(OC)cc43)c2=O)cc1	-0.4	2.0	44	-0.5	5	2	57*	11	-2	-46
O=C(CCCSc1nc2ccccc2s1)NCc1ccco1	-0.5	-1.4	3	-0.4	-11	2	-5	2	-3	-2
COc1cccc(OCC(=O)N2CCC3(CC2)CC(=O)c2ccccc2O3)c1	-0.2	0.3	-1	-1.2	-4	-3	-3	-1	-3	-3
Cc1ccc(C(=O)C(C)OC(=O)C2=COCCO2)cc1C (stereo not drawn)	-1.2	0.6	0	0.1	-1	1	-3	-2	-4	-3
O=C(CCn1c(=O)[nH]c2ccsc2c1=O)N1CCN(Cc2ccc3c(c2)OCO3)CC1	-0.8	-0.4	1	8.8	7	-2	-3	-2	2	10
CCn1c(-c2csc(-c3ccccc3)n2)n[nH]c1=S	-2.5	0.3	1	-0.8	-4	-4	3	-3	-11	4
COC(=O)N(NC(=O)C(O)(c1ccccc1)c1ccccc1)c1ccccc1	0.1	0.6	-3	-1.0	-3	0	-10	0	-3	-1
COc1cccc(-c2ncc3ccccc3c2COC(=O)c2ccc(F)cc2)c1	0.3	-1.8	1	2.6	-4	5	7	-2	0	-10
COc1ccc(C(=O)OCC(=O)NC(=O)NC(C)C)cc1OC	-0.9	-0.6	6	-1.2	-9	0	3	-2	-7	3
Cc1ccc(S(=O)(=O)N2CCN(C3CCN(Cc4ccccc4)CC3)CC2)cc1	-0.6	-0.3	1	-1.5	2	-5	-8	0	-1	-2
O=C(O)c1ccc(Cl)c(NC(=S)NC(=O)c2cccc(COc3ccccc3)c2)c1	-0.2	-0.5	2	4.3	2	8	-9	7	0	-3
COC(=O)CC1C(=O)NCCN1C(=O)c1sc2ccccc2c1Cl (stereo not drawn)	-0.5	0.4	-2	0.2	0	2	-2	2	-3	-2
CSCc1ccc(C(=O)NC(C)c2ccc(-n3ccnc3)cc2)cc1 (stereo not drawn)	-0.2	1.9	2	-0.5	-1	1	4	-3	-4	-1

Entries of single compounds, quoted from the list.
O=C(O)c1ccc(Cl)c(NC(=S)NC(=O)c2cccc(COc3ccccc3)c2)c1 in the list: Tb MetRS inh: -0.2; MsrA inhibitor: -0.5; DNMT1 inh: 2; LMPTP inh: 4.3; E coli Lon inh: 2; STEP block: 8; Scp1 inh: -9; SUMO1 PPI mod: 7; bovine MsrA act: 0; CendR NRP1 mod: -3
Cc1ccc(C(=O)C(C)OC(=O)C2=COCCO2)cc1C (stereo not drawn) in the list: Tb MetRS inh: -1.2; MsrA inhibitor: 0.6; DNMT1 inh: 0; LMPTP inh: 0.1; E coli Lon inh: -1; STEP block: 1; Scp1 inh: -3; SUMO1 PPI mod: -2; bovine MsrA act: -4; CendR NRP1 mod: -3

Next section.
SMILES	Tb MetRS inh	MsrA inhibitor	DNMT1 inh	LMPTP inh	E coli Lon inh	STEP block	Scp1 inh	SUMO1 PPI mod	bovine MsrA act	CendR NRP1 mod
CSc1ccc(/C=C2\CCn3c2nc2cc(C(=O)O)ccc2c3=O)cc1	-0.3	5.0*	-1	2.1	1	2	-3	-12	10*	-41
O=C(CN1CCCc2ccccc21)NCCc1ccc(Cl)cc1	-0.3	-0.2	-4	1.1	-50	0	-5	3	-2	-11
Cc1ccc(Cl)cc1N1CCN(C(=O)c2ccc(NS(=O)(=O)c3c(C)noc3C)cc2)CC1	-1.9	-0.7	-10	2.8	-8	1	3	3	-1	7
Cc1ccc(S(=O)(=O)N(C)C)cc1NC(=O)CN1C(=O)NC2(CCc3ccccc32)C1=O (stereo not drawn)	1.0	0.2	0	-0.4	0	-5	.	-4	-9	0
O=C1CCCN2N=C(SCC(=O)Nc3ccc(OC(F)(F)F)cc3)SC2=N1	-0.6	0.0	-1	-1.0	-10	-1	20	3	-12	-3
COC(=O)N/N=C/c1c(C)nn(-c2cccc(Cl)c2)c1Cl	0.5	0.4	-6	-0.2	3	-2	1	1	-1	-14
O=C(COC(=O)c1cc(S(=O)(=O)N2CCOCC2)ccc1Cl)NC1CC1	-0.2	-0.3	6	-1.0	-12	-3	-10	-4	-2	-1
O=C(Nc1ccc2nc(-c3ccccc3)oc2c1)c1ccco1	-0.1	0.7	-6	0.4	-10	1	3	-4	-3	17
Cc1ccc2cc(CN(C)C(=O)C3CCCO3)c(=O)[nH]c2c1 (stereo not drawn)	-0.8	0.8	0	-2.5	-11	-1	-4	5	1	12
COc1ccc(C)cc1S(=O)(=O)n1ccnc1C	-0.4	1.5	-1	0.4	-11	8	0	1	-6	-1
COCCN1C(=O)Cc2c1nc(N)c1c(N)nc(N3CCN(c4ccc(F)cc4)CC3)c(C#N)c21	-0.2	0.8	-22	12	-11	9	-8	4	-6	-18
O=C1NC(Cc2c[nH]c3ccccc23)C(=O)N1Cc1ccccc1 (stereo not drawn)	-0.1	-0.2	2	3.4	0	3	-2	12	-2	-4
Cc1cc(N2C(=O)C(O)=C(C(=O)c3ccco3)C2c2ccc(O)cc2)no1 (stereo not drawn)	-0.4	1.7	-1	-0.7	-3	-2	-12	-16	-3	-10
CCc1ccc2[nH]c(=O)c(CN(CCCN3CCOCC3)C(=O)Nc3cccc(Cl)c3)cc2c1	-0.4	-0.1	-9	1.3	7	0	3	-1	3	4
O=C(NNC(=S)NCc1ccccc1)c1ccc(Br)cc1	3.0	-0.7	-2	0.4	-4	-1	-10	1	-1	0
CCN(C(=O)COC(=O)C1COc2ccccc2O1)c1c(N)n(Cc2ccccc2)c(=O)[nH]c1=O (stereo not drawn)	0.1	-0.1	5	-2.0	0	-2	-10	0	-4	10
Cc1ccccc1S(=O)(=O)Cc1ccc(C(=O)NC2CCCCCC2)o1	-1.5	-0.7	1	-0.6	0	0	5	8	-10	-6
O=C(c1ccc(CNS(=O)(=O)c2ccccc2)cc1)N1CCN(c2ccccn2)CC1	-0.1	-1.1	-2	1.2	4	-3	-4	1	-2	2
Cn1c(C23CC4CC(CC(C4)C2)C3)n[nH]c1=S	-0.2	-1.5	5	-0.3	-4	1	0	-4	-3	10
Cc1ccc(NN=Nc2nc3c([nH]2)c(=O)n(C)c(=O)n3C)cc1	0.5	-0.1	-4	0.9	-14	-3	-8	5	-3	-23
CC(C)(C)C(=O)CSc1ccc(S(=O)(=O)N2CCN(Cc3ccccc3)CC2)cn1	-0.4	-1.4	3	1.1	-7	2	-3	-3	-3	10
Cc1ccccc1OCCC(=O)Nc1ccc(N2CCOCC2)cc1N1CCOCC1	-0.4	0.3	3	-1.4	-5	3	-5	6	-3	0
COc1ccccc1NC(=O)N1c2ccc(F)cc2CCC1C (stereo not drawn)	-0.6	-1.6	-3	-0.9	-11	-4	-8	3	3	10
Nc1c(N(CCC2=CCCCC2)C(=O)CCCOc2ccccc2)c(=O)[nH]c(=O)n1Cc1ccccc1	-0.1	0.4	1	-0.9	0	-3	-3	7	-4	-3
Nc1ccc2c(c1)-c1ccc(F)cc1C2=O	-0.3	1.6	7	3.9	-21	1	0	-43	-1	-66
O=C(Nc1ccc(Oc2ncccn2)cc1)c1ccco1	-0.6	-0.5	-1	-3.0	-1	1	8	2	-1	9
CCCCOC(=O)c1ccc(NC(=O)c2ccoc2C)cc1	-0.3	-1.1	-2	2.9	0	0	-15	2	-1	-6
Cc1cccc(NC(=O)C(C)SCc2nc3sc4c(c3c(=O)[nH]2)CCCC4)n1 (stereo not drawn)	0.6	0.2	4	0.7	-32	14	-1	-1	-2	-77
Cc1c(Cl)cccc1NC(=O)CS(=O)(=O)c1ccccc1	-0.2	-0.9	-1	0.0	-7	0	-3	-2	-2	-3

Random draw from the library. Share with any hit: about 4.3%.
